# Screens (PubChem BioAssay)
# CSN inh – inhibitors of CSN-mediated cullin deneddylation, primary screen, biochemical, fluorescence polarization, uHTS | COP9 signalosome complex subunit 5 (Homo sapiens), Q92905 | Purified CSN, SCF-Nedd8-OG deneddylation | inhibition, % at 12.5 µM | 360,000 tested, 0.38% active | AID 651999, 2013;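 active = pattern-corrected inhibition above about 35%, with an unprinted fluorescence ratio check between 0.5 and 1.5, limit read from the data, passing the limit was not always enough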;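 also: 0% = enzyme with substrate and 100% = substrate without enzyme; some results filed as inactive read as strong as hits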
#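 Schedule: reaction 90 min, room temperature / Assay system: HEK293T-derived human Csn5 enzyme / Input: Csn5 at 0.24 nM final / Measure: inhibition of Csn5 cleavage, % / Control set: substrate-only high control, full reaction low control / Technique: fluorescence polarization of the substrate / Buffer or medium: Tris/NaCl/DTT buffer, pH 7.5 / Reagent: SCFSkp2-Nedd8OG substrate at 10 nM final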
# Rin1-Abl PPI inh – inhibitors of Rin1-Abl protein binding, primary screen, biochemical, TR-FRET; inhibition, % at 7.35 µM; AID 588664, 2011; Tyrosine-protein kinase ABL1 (Homo sapiens) + Ras and Rab interactor 1 (Homo sapiens), …; 360,000 tested, 0.4% active; in the data active = inhibition above about 5%, passing the limit was not always enough
# Target sequence (P00519 whole entry, looked up): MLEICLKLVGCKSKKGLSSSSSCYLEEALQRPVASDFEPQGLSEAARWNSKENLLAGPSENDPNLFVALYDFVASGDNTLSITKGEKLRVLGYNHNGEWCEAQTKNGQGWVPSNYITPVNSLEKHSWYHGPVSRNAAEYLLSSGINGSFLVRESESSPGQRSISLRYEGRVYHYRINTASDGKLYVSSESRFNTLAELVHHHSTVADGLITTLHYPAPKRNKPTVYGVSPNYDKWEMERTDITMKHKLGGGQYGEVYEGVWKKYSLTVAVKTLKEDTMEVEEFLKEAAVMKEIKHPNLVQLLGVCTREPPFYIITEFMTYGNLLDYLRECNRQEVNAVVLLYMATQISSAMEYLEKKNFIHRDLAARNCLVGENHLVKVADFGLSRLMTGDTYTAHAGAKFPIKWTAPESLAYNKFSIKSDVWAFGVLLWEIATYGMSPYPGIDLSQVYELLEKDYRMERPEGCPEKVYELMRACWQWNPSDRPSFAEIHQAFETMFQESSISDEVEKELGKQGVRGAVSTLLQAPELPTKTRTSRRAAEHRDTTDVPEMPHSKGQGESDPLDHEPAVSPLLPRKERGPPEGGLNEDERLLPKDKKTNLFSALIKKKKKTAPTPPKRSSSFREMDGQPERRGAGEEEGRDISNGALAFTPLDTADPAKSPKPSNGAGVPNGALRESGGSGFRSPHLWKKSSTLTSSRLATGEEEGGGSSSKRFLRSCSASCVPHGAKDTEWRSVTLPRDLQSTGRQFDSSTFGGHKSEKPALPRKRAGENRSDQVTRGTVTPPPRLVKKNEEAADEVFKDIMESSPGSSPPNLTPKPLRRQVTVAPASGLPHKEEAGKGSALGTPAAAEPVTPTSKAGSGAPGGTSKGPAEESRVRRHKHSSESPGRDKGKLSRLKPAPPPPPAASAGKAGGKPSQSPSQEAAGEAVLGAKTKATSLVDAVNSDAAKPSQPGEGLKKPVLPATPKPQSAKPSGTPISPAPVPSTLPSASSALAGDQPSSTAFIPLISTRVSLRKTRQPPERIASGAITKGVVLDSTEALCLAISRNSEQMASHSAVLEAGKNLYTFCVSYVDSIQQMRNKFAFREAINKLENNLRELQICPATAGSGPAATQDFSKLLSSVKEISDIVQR
# Target sequence (Q13671 whole entry, looked up): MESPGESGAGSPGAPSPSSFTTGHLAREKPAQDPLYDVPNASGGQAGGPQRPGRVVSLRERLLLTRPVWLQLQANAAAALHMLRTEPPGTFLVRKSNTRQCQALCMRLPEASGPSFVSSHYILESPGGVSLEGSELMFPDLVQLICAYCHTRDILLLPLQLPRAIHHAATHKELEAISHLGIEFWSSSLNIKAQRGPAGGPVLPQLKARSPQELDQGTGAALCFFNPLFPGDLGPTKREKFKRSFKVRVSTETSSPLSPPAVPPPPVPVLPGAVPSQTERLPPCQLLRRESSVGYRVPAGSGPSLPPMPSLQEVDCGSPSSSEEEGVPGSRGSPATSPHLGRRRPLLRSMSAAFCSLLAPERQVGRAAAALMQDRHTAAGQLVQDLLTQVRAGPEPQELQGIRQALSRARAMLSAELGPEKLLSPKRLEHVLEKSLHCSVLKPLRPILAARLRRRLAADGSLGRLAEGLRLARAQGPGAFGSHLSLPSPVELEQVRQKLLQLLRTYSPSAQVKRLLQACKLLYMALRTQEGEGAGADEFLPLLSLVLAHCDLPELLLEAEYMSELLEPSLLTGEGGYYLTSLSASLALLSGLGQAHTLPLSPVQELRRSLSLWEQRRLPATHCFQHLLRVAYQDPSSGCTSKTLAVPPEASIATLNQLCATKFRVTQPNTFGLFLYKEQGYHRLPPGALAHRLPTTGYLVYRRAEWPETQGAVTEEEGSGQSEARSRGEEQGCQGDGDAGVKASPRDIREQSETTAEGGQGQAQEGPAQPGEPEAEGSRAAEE
# Rpn11 inh – Rpn11 (PSMD14) deubiquitinase inhibitors, primary screen, biochemical, fluorescence polarization, uHTS. 360,000 tested, 0.59% active. calls only at 20 µM. 26S proteasome non-ATPase regulatory subunit 14 (Homo sapiens), O00487. AID 588493, 2011. human 26S proteasome, Ub4-pepOG fluorescence polarization; 20S core pre-blocked with epoxomicin;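 active = inhibition at 20 µM, scaled to each plate's controls, above about 33%, limit read from the data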
# Neddyl block – inhibitors of cullin neddylation, primary screen, biochemical, TR-FRET, uHTS, NAE and Ubc12; calls only at 25 µM; NEDD8-conjugating enzyme Ubc12 (Homo sapiens) + NEDD8-activating enzyme E1 regulatory …; AID 651699, 2012; 360,000 tested, 0.58% active; in the data active = inhibition above about 36%
# Scp1 inh – Scp-1 phosphatase inhibitors, primary screen, biochemical, colorimetric, uHTS. Recombinant Scp1, phosphopeptide, malachite green phosphate absorbance. 340,000 tested, 0.88% active. inhibition, % at 20 µM. Carboxy-terminal domain RNA polymerase II polypeptide A small phosphatase 1 (Homo …;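 active = inhibition above about 50% at 20 µM, limit read from the data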;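 also: plate controls were DMSO wells with enzyme for no effect and wells lacking enzyme for full effect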
#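 Material – SCP-1 phosphatase catalytic domain, residues 76-261 · Buffer or medium – Acidic Tris acetate buffer with magnesium and detergent · Also added – Phospho 17-mer peptide substrate · Compound – single 20 µM dose, 1% DMSO · Times – 45 min room-temperature reaction, 5 min colour, 30 min stabiliser · Technique – Phosphate-binding colour reagent, absorbance read at 630 nm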
# STEP inh – STEP phosphatase inhibitors, primary screen, biochemical, fluorescence intensity, uHTS; Tyrosine-protein phosphatase non-receptor type 5 (Homo sapiens), P54829; recombinant STEP, OMFP fluorogenic substrate; inhibition, % at 20 µM; 360,000 tested, 0.25% active; AID 588621, 2011;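 active = inhibition at 20 µM, scaled per plate between control wells, above about 37%, limit read from the data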;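 also: 0% = DMSO with enzyme and substrate and 100% = substrate only without enzyme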
#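 medium = Bis-Tris buffer pH 6.0, 2.5 mM DTT, 0.005% Tween 20 | test system = STEP (striatal-enriched tyrosine phosphatase) enzyme, cell-free | measure = normalized % inhibition | compound dosing = 20 µM, 1% DMSO | also added = 25 µM OMFP | schedule = reaction 20 min, ambient temperature | measured by = fluorescence read at 480 nm ex / 540 nm em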
# SUMO1 PPI mod – modulators of SUMO1 protein-protein interactions, primary screen, biochemical, uHTS; 360,000 tested, 0.33% active; inhibition, % at 20 µM; SUMO1 binding to a labelled peptide, TR-FRET, 1 h; in the data active = inhibition above about 37%
# NadD block – inhibitors of S. aureus NadD, primary screen, biochemical, colorimetric, uHTS | purified NadD enzyme, colorimetric absorbance read-out | inhibition, % at 20 µM | 360,000 tested, 0.78% active | AID 602399, 2012; in the data active = inhibition above about 26%; also: some compounds past the cut are filed as inactive
# DNMT1 block – human DNMT1 methyltransferase inhibitors, primary screen, biochemical, molecular beacon, fluorescence, HinP1I cleavage, uHTS | DNA (cytosine-5)-methyltransferase 1 (Homo sapiens), P26358 | inhibition (reported as % activation of signal), % at 10 µM | 360,000 tested, 0.83% active | AID 588458, 2011; in the data active = inhibition above about 50%
# LMPTP block – LMPTP phosphatase inhibitors, primary screen, biochemical, fluorescence intensity, uHTS; recombinant LMPTP-A, OMFP fluorogenic substrate; inhibition, % at 20 µM; 360,000 tested, 0.22% active;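 active = compounds that cut the enzyme signal by at least half of the control window in the single-dose screen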;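 also: plate controls were DMSO wells with enzyme plus substrate for no effect and substrate without enzyme for full effect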
#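 Material: LMPTP-A; amount: 0.625 nM enzyme; doses: single 20 µM dose; times: reaction 50 min, room temperature, dark; technique: fluorescence intensity of OMFP turnover product; benchmarks: no-enzyme and uninhibited controls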
# * = called active by the depositor; i = inactive; / = not tested or not shown; & = joins results of further samples.
canonical_smiles	CSN inh	Rin1-Abl PPI inh	Rpn11 inh	Neddyl block	Scp1 inh	STEP inh	SUMO1 PPI mod	NadD block	DNMT1 block	LMPTP block
Cc1ccc(SCC2(O)CCN(S(=O)(=O)c3ccc(Cl)cc3)CC2)cc1	-3	0	i	i	-10	2	-1	-1	-9	1.8
CCOc1ccc(CN(C)C(=O)c2cccc(S(=O)(=O)N3CCCC3)c2)cc1OC	1	3	i	i	-8	-2	0	3	7	-1.0
CSc1ccc(CN(C)CC(=O)NCCc2ccccc2)cc1	-1	0	i	i	-2	0	4	-3	1	-0.6
COC(=O)C1(C)NC(c2ccccc2OC)C2C(=O)N(c3ccccc3)C(=O)C21 (configuration not stated)	1	-3	i	i	-2	0	0	-3	1	-0.5
Cc1cc(C)nc(SCc2nnc(SCC(=O)N3CCCc4ccccc43)n2C)n1	2	2	i	i	7	-3	0	2	7	-0.5
COc1ccc(N2C(=O)CC(Sc3nnc(-c4ccccc4F)n3C)C2=O)cc1 (configuration not stated)	-3	4	i	i	6	8	-1	-9	30	-1.2
CN(C)CCNc1nc(-c2ccccc2F)c2sccc2n1	-2	2	i	i	/	-2	-9	-4	-3	0.8
COc1cccc(CN2CCN(C(=O)c3ccc(-c4ccccc4)cc3)CC2)c1	0	-1	i	i	-3	-1	-1	-1	-4	0.9
Cc1ccc(N2CCCC2=O)cc1S(=O)(=O)N1CCOCC1	-3	-1	i	i	-5	-2	-4	-2	3	0.2
CC1(C)CC(N2CCN(c3ccccc3)CC2)=CC(=[N+]2CCCC2)C1	-1	-1	i	i	49	2	-3	10	0	-2.2
O=C(Nc1ccccc1C(=O)OCC(=O)c1c[nH]c2ccccc12)c1ccco1	2	1	i	i	27	-4	3	7	-24	1.3
CS(=O)(=O)Cc1nc2ccccc2oc1=O	8	2	i	i	-5	1	6	-2	1	-1.1
COc1cc(CC(=O)OCC(=O)Nc2ccc(N(C)C)cc2)cc(OC)c1OC	7	5	i	i	0	0	4	-7	0	-0.5
COC(=O)C1=C(C)NC(C)=C(C(=O)OC)C1C(=O)OC(C)C(=O)c1ccccc1 (configuration not stated)	-2&-7	-2&-1	i	i	-6&-1	-4&-2	2&7	-4&-7	-2&-1	0.4&0.4
CCOC(=O)Cn1cnc2sc(C(=O)OC)c(C)c2c1=O	3	-3	i	i	-4	-5	0	-3	2	0.1
CCOc1cc(NC(=O)C2CC2)c(OCC)cc1NC(=O)c1cc(OC)c(OC)c(OC)c1	4	0	i	/	3	-3	-3	6	6	0.5
Cc1cc(C(=O)NCCC2=CCCCC2)no1	0	-2	i	i	-4	0	-1	-10	-2	-2.2
O=C(COc1ccc(S(=O)(=O)N2CCOCC2)cc1)Nc1ccccc1Cl	-1	1	i	i	1	-1	2	-1	0	-0.9
CC(C)C[C@@H]1Cc2[nH]c(=S)[nH]c(=O)c2[C@H](C)O1	-1	/	/	i	/	/	0	-3	/	-2.5
O=C1CCCN2N=C(SCC(=O)Nc3nc4ccccc4s3)SC2=N1	5	3	i	i	-21	0	7	6	1	0.4
O=C1C(NS(=O)(=O)c2ccc(Br)cc2)=C(N2CCCCC2)C(=O)c2ccccc21	5	1	i	i	-9	1	-27	-1	-10	2.2
Cc1ccc(C2C(C#N)=C(N)Oc3n[nH]c(-c4cccs4)c32)cc1 (configuration not stated)	2	-1	i	i	0	-5	-1	3	-23	0.5
COc1ccc2oc(=O)cc(CN3CCOCC3)c2c1	4	-3	i	i	-4	1	-7	1	-5	1.5
CC(=O)Oc1ccc(C(=O)[C@H]2[C@H]3C(=O)N(c4ccc5ccccc5c4)C(=O)[C@H]3[C@@H]3C=CC=NN32)cc1	14	0	i	i	-10	0	-2	40*	0	1.7
O=C(Nc1cc(S(=O)(=O)N2CCCCC2)ccc1N1CCOCC1)c1ccc(C(F)(F)F)cc1	0	3	i	i	-8	2	-2	5	3	2.3

# Whole records, looked up by structure:
# CCOc1ccc(CN(C)C(=O)c2cccc(S(=O)(=O)N3CCCC3)c2)cc1OC is listed as CSN inh: 1; Rin1-Abl PPI inh: 3; Rpn11 inh: i; Neddyl block: i; Scp1 inh: -8; STEP inh: -2; SUMO1 PPI mod: 0; NadD block: 3; DNMT1 block: 7; LMPTP block: -1.0
# CN(C)CCNc1nc(-c2ccccc2F)c2sccc2n1 is listed as CSN inh: -2; Rin1-Abl PPI inh: 2; Rpn11 inh: i; Neddyl block: i; Scp1 inh: /; STEP inh: -2; SUMO1 PPI mod: -9; NadD block: -4; DNMT1 block: -3; LMPTP block: 0.8

# Sorted by value in Rin1-Abl PPI inh (descending): 3 from the list above.
molecule	CSN inh	Rin1-Abl PPI inh	Rpn11 inh	Neddyl block	Scp1 inh	SUMO1 PPI mod	NadD block	DNMT1 block	LMPTP block
COc1ccc(N2C(=O)CC(Sc3nnc(-c4ccccc4F)n3C)C2=O)cc1 (configuration not stated)	-3	4	i	i	6	-1	-9	30	-1.2
O=C1CCCN2N=C(SCC(=O)Nc3nc4ccccc4s3)SC2=N1	5	3	i	i	-21	7	6	1	0.4
O=C(Nc1ccccc1C(=O)OCC(=O)c1c[nH]c2ccccc12)c1ccco1	2	1	i	i	27	3	7	-24	1.3

# Returning to the listing with the 2 entries that preceded the break.
SMILES | CSN inh | Rin1-Abl PPI inh | Rpn11 inh | Neddyl block | Scp1 inh | STEP inh | SUMO1 PPI mod | NadD block | DNMT1 block | LMPTP block
CC(=O)Oc1ccc(C(=O)[C@H]2[C@H]3C(=O)N(c4ccc5ccccc5c4)C(=O)[C@H]3[C@@H]3C=CC=NN32)cc1 | 14 | 0 | i | i | -10 | 0 | -2 | 40* | 0 | 1.7
O=C(Nc1cc(S(=O)(=O)N2CCCCC2)ccc1N1CCOCC1)c1ccc(C(F)(F)F)cc1 | 0 | 3 | i | i | -8 | 2 | -2 | 5 | 3 | 2.3
CCCCn1c(C)csc1=Nc1cccnc1 | 5 | -3 | i | i | 4 | 1 | 1 | 4 | 6 | 1.3
CC1(c2nnnn2-c2ccc3c(c2)OCCO3)CCC(=O)N1CCc1ccccc1F (configuration not stated) | -2 | / | / | i | / | / | -2 | -3 | / | -1.8
O=C(CCC1CCN(C(=O)c2cc(C(F)(F)F)ccc2Cl)CC1)NC1CC1 | 3 | 0 | i | i | -7 | 0 | 1 | -6 | 2 | -1.0
COc1cc(OC)c(NC2=CC(=O)C(=O)c3ccccc32)cc1Cl | 5 | -5 | i | i | -4 | 6 | 4 | 9 | 23 | 5.3
COc1ccc(S(=O)(=O)NCc2ccco2)cc1-c1nnc2c3ccccc3c(C)nn12 | 5 | -2 | i | i | -4 | 0 | 4 | 2 | 1 | 0.3
CC1(C)CC(=O)C2=C(C1)N1C(=C(C#N)C2c2ccc(Cl)cc2)N=C(N)c2ccccc21 (configuration not stated) | 3 | 2 | i | i | 0 | 2 | -6 | 22 | -8 | 3.3
CC1(C(=O)NC2CCCC2)CCC(=O)N1C1CCN(Cc2ccccc2)CC1 (configuration not stated) | -4 | 0 | i | i | / | 2 | 1 | -6 | 2 | -0.7
CCCn1c(=S)[nH]c2cc(C(=O)N3CCc4ccccc4C3)ccc2c1=O | 5 | 2 | i | i | -11 | -5 | 5 | 12 | 20 | -1.5
O=C(Nc1ccc(-c2nc3ccccc3[nH]2)cc1)c1ccccc1NS(=O)(=O)c1ccc(F)cc1 | 11 | -2 | i | / | 7 | -1 | 31 | 25 | -40 | 5.5
CC(C)(C)c1ccc(-c2noc(CCC(=O)NCC3CCCO3)n2)cc1 (configuration not stated) | -2 | 1 | i | i | -5 | -2 | 3 | -4 | 0 | 0.1
COc1ccc(OC)c2c1sc(=NC(=O)C1CCCCC1)n2C | -3 | 2 | i | i | -1 | -1 | -26 | 2 | 20 | -0.3
O=C(OCc1ccc(Cl)c(Cl)c1)c1cnccn1 | 8 | 0 | i | i | -5 | 3 | 0 | -2 | -1 | -0.8
CCOC(=O)[C@@H]1[C@H]2COc3ccccc3[C@H]2N2C(=O)N(c3cccc(F)c3)C(=O)[C@]12C | -6 | 4 | i | i | -14 | 1 | 2 | -10 | -2 | -0.7
O=C(O)CCN1C(=O)/C(=C\c2ccncc2)SC1=S | -2 | 1 | i | i | -6 | 0 | -26 | -3 | 0 | 1.2
Nc1c(C(=O)Nc2ccccc2)sc2ncc([N+](=O)[O-])cc12 | 0 | -4 | i | i | -7 | 0 | -12 | -1 | 0 | 0.5
Cc1ccc(Nc2nnc(SCC(=O)N(C)C3CCS(=O)(=O)C3)s2)cc1 (configuration not stated) | 7 | -3 | i | i | 2 | -6 | 4 | 3 | 4 | -0.1
CCc1c(C#N)c(N)nc(SCC(=O)OCc2ccccc2)c1C#N | -8 | -2 | i | i | -11 | -5 | 2 | -11 | 3 | -0.2
CCOc1ccc(C(=O)CCC(=O)NC2=NCCS2)cc1 | 4 | -1 | i | i | -7 | 1 | 0 | 5 | -2 | 2.5
O=C(Cn1nnc2ccccc21)N/N=C\c1cccs1 | -6 | -5 | i | i | -2 | -2 | -9 | 3 | 2 | -0.3
COc1cc2[nH]c(=S)n(NC(=O)c3ccccc3)c(=O)c2cc1OC | 4 | -50 | i | i | 6 | -1 | 4 | -3 | -1 | 0.9
COc1ccc(S(=O)(=O)Nc2ccc3c(c2)OCCO3)cc1Cl | 4 | 0 | i | i | -11 | 1 | 0 | -4 | -4 | 1.3
Cc1ccc(NC(=O)N(C2=NCC(C)S2)c2ccccc2)cc1 (configuration not stated) | -2 | -3 | i | i | -4 | 0 | 3 | 2 | -5 | -1.9
Cc1cc(C)n2nc(S(=O)(=O)NCCc3ccccc3)nc2n1 | -7 | -4 | i | i | 15 | -1 | 5 | 0 | 0 | -1.5
N#CC(C(=O)c1ccccc1Cl)=C1SCCCS1 | -1 | 0 | i | i | -4 | -2 | -25 | 1 | 2 | -1.0
Cc1cccc(/C=N/NC(=O)NC2CCCCC2)c1 | 5 | -2 | i | i | -1 | -2 | -2 | 2 | 3 | -0.6
O=C(NCc1cccnc1)NC1CC(=O)N(c2ccc3c(c2)OCCO3)C1 (configuration not stated) | -1 | 2 | i | i | -10 | -1 | 3 | 0 | 2 | -1.0
